Compound activity as filed in PubChem BioAssay.
Glyco luc inh: increase of ERlucT glycosylation luciferase signal, primary screen, N-linked glycosylation inhibitor project, D54 ERlucT cells, luminescence, set 2 | 360,000 tested, 0.23% active | reporter increase, % at 12.5 µM | AID 588692, 2011 | D54 ERlucT glycosylation luciferase reporter, 24 h; percent of 100 nM tunicamycin response;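 active = mean luciferase reporter signal, scaled so untreated is 0 and the glycosylation-blocking control 100, at or above a set limit in every replicate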;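 also: luciferase carries N-glycosylation sites so blocking glycosylation raises the light; 0% = median of neutral control wells and 100% = median of 100 nM tunicamycin wells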
Exocytosis inh: LAMP-1 surface exposure blockers, TALL-104 cells – cell-based, flow cytometry, MLPCN library, primary screen; TALL-104 LAMP-1 surface exposure; cells stimulated with thapsigargin and PMA; inhibition, % at 10 µM; 360,000 tested, 0.66% active;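 active = inhibition above about 55%, limit read from the data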
H9c2 protect: cardioprotection against H2O2-induced cell death, primary screen, uHTS, H9c2 cells, ATPLite luminescence. AID 588492, 2011. 360,000 tested, 0.63% active. H9c2 cardiomyocytes, H2O2 injury protection, 2 h. protection from H2O2 cell death, % at 20 µM;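 active = compounds giving at least 50% protection of heart cells from peroxide-induced death in the single-dose screen, raw or plate-pattern-corrected value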;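 also: 0% = DMSO wells with peroxide and 100% = DMSO wells without peroxide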
ABCB6 inh 2: ABCB6 transporter inhibitors, primary screen, K562-ABCB6 cells, flow cytometry, MLPCN library. 360,000 tested, 0.19% active. fluorescence ratio to DMSO, % at 10 µM. K562-ABCB6 porphyrin accumulation, 1 h; active compounds read low. ATP-binding cassette sub-family B member 6 (Homo sapiens), Q9NP58;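 active = fluorescence ratio to DMSO below 75%, the collection mean minus 3 SD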;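 also: signal is porphyrin accumulated inside mitochondria; 100% equals median channel fluorescence of DMSO control wells; lower ratio means ABCB6 inhibition with less porphyrin fluorescence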
HTR2A ag: mouse Htr2a agonists via beta-arrestin recruitment, primary screen, cell-based, luminescence; CHO-K1 mHTR2A beta-arrestin complementation; percent of 30 µM serotonin response; activation, % at 7.6 µM; 360,000 tested, 0.66% active;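 active = activation above a run cutoff, the mean activation of all tested compounds plus 3 SD, cut at about 14% in these data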;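 also: 0% = plate median of compound wells and 100% = 30 µM serotonin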
CaV13 FRET inh: Primary screen for inhibitors of IQ motif and Ca2+-dependent inactivation inhibitor domain binding in CACNA1D, Förster resonance energy transfer in living cells, …; HEK cells, CFP/YFP FRET ICDI-IQ, plate reader, 10 min; percent FRET-ratio fall versus neutral wells; inhibition, % at 12.3 µM; 340,000 tested, 0.098% active; AID 743397;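 active = mean replicate inhibition of at least 30% and at least 1% of replicates passing that level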;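 also: 0% = median of the neutral control wells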
ABHD5 PLIN5 PPI: ABHD5-PLIN5 interaction inhibitors, primary screen, cell lysate, split luciferase complementation, luminescence; inhibition, % at 4 µM; 360,000 tested, 0.78% active; Split G. princeps luciferase complementation, 4 h; Perilipin-5 (Homo sapiens) + 1-acylglycerol-3-phosphate O-acyltransferase ABHD5 (Homo …;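 active = inhibition above the mean inhibition across every tested compound plus 3 SD, cut at about 22% in these data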;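 also: 0% = DMSO only wells and the 100% control is not disclosed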
PDI inh: inhibitors of human PDI, primary screen, biochemical, turbidity, single point, plate reader; Protein disulfide-isomerase (Homo sapiens), P07237; PDI insulin aggregation turbidity, A650, 90 min; inhibition, % at 10 µM; 350,000 tested, 0.052% active;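 active = mean inhibition across replicates of 30% or more, whatever share of single replicates reach that level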;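 also: absorbance from insulin aggregation driven by PDI reduction with DTT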
Target sequence (P07237 whole entry, looked up): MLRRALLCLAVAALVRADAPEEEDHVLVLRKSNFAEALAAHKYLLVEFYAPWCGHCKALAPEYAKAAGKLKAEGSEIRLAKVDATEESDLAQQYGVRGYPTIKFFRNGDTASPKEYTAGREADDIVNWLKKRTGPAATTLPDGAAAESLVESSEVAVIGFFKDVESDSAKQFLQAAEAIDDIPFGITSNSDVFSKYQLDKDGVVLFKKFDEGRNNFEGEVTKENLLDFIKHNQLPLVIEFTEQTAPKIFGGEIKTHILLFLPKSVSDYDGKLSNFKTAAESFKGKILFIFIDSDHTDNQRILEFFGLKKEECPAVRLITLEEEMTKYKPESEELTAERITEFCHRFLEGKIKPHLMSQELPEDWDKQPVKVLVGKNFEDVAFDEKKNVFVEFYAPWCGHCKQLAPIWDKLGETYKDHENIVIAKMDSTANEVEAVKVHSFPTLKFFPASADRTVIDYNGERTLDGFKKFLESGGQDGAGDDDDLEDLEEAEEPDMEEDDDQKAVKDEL
MC4R antag cAMP: MC4R antagonists of cAMP signaling, primary screen, cell-based, TR-FRET, antagonist arm of biased-ligand search; Melanocortin receptor 4 (Homo sapiens), P32245; MC4R-expressing cells, MTII-stimulated cAMP, LANCE TR-FRET; inhibition, % at 6.5 µM; 360,000 tested, 0.48% active;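 active = inhibition above its plate's cutoff, the mean of tested wells on that plate plus 3 SD, cut at about 29% in these data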;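 also: 0% = Melanotan II alone and 100% = Melanotan II plus saturating MCL0020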
Target sequence (P32245 whole entry, looked up): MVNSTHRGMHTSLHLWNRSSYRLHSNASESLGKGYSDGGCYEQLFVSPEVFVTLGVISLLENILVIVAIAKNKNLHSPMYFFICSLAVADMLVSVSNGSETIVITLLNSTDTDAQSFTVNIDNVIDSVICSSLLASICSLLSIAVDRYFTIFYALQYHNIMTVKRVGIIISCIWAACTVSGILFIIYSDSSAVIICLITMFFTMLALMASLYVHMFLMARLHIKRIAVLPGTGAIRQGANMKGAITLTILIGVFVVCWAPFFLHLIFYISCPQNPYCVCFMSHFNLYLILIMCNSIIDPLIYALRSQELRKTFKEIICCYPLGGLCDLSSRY
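Material: human MC4R-expressing U2OS cells. Probe or stimulus: Melanotan II challenge. Dosing: 6.5 µM single dose. Times: 30-min compound, 1-h challenge, 1-h detection, room temperature. Technique: TR-FRET with Eu-cAMP and labeled anti-cAMP, 671 nm. Replication: singlicate.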
MC4R barr agon: MC4R agonists recruiting beta-arrestin, primary screen, cell-based, luminescence, agonist arm of biased-ligand search. Melanocortin receptor 4 (Homo sapiens), P32245. U2OS MC4R beta-arrestin complementation; percent of melanotan II response, DMSO zero. activation, % at 8.9 µM. 360,000 tested, 0.98% active. AID 540308, 2011;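 active = activation above a per-plate cutoff, the mean activation of sample wells on that plate plus 3 SD, cut at about 8% in these data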
An asterisk follows results filed as active; . = no result given.

canonical_smiles | HTR2A ag | ABHD5 PLIN5 PPI | ABCB6 inh 2 | Exocytosis inh | PDI inh | Glyco luc inh | MC4R barr agon | H9c2 protect | CaV13 FRET inh | MC4R antag cAMP
CC1(C2CC2)NC(=O)N(CC(=O)NCC(=O)Nc2ccc(F)c(F)c2F)C1=O (centres undefined) | -0.6 | -3.7 | 101.0 | 56.0* | -5.3 | 2.6 | -2.5 | 2.2 | -2.1 | 0.8
COC(=O)c1ccc(NC(=O)c2ccc3c(c2)OCO3)cc1 | -2.4 | 2.9 | 95.0 | -1.0 | -2.8 | 0.8 | -0.7 | -18.1 | -3.8 | -2.2
NC(=O)CC1(c2ccccc2)CCCCC1 | -0.2 | -0.2 | 99.0 | 0.8 | -5.0 | 1.4 | 0.0 | 2.0 | -4.8 | -1.8
COc1cccc(C2=NN(C(=O)c3ccco3)C(O)(C(F)(F)F)C2)c1 (centres undefined) | -0.9 | -7.9 | 96.0 | -0.2 | 2.2 | 1.1 | -0.1 | 0.7 | -4.3 | 4.2
Cc1cc(NC(=O)CCC(=O)N(CC(=O)NCC2CCCO2)Cc2ccc(F)cc2)no1 (centres undefined) | -1.1 | -6.2 | 87.0 | -0.7 | -7.1 | 0.3 | -1.4 | 4.8 | -3.6 | 1.9
COCCN1CCN(C(=O)C2CCC(=O)N(Cc3ccc(Cl)cc3)C2)CC1 (centres undefined) | 1.5 | -7.0 | 105.0 | 0.2 | -0.6 | 2.1 | -1.4 | -1.4 | -16.1 | -5.6
O=C(/C=C/c1ccc(F)cc1)N1CC[C@@]2(O)CCCC[C@H]2C1 | -1.3 | -6.6 | 130.0 | -7.9 | 2.2 | 0.5 | 1.0 | 3.3 | -18.7 | 20.6
Cc1ccc(S(=O)(=O)N2CCN(C(=O)CSc3ncn[nH]3)CC2)cc1 | -3.6 | 6.1 | 100.0 | 9.6 | -0.4 | -3.0 | -0.9 | -11.2 | -2.3 | 4.8
COc1ccc(C2c3ccc4ccccc4c3Oc3ncn(CCCN(C)C)c(=N)c32)cc1 (centres undefined) | -2.0 | 22.3* | 108.0 | 1.2 | 11.9 | 0.1 | 1.7 | -13.3 | -4.4 | 4.5
COC(=O)c1c(NC(NC(C)=O)C(Cl)(Cl)Cl)sc2c1CCCC2 (centres undefined) | -2.4 | 2.4 | 96.0 | 52.4 | -11.4 | 5.8 | -2.8 | 2.6 | -4.7 | -0.5
Cc1nc(C(=O)N2CCC(n3nccc3NC(=O)Nc3ccccc3Cl)CC2)cs1 | 1.9 | -5.0 | 101.0 | 1.4 | 3.0 | 1.1 | -2.9 | 0.0 | -2.2 | 7.8
Cn1c(C(=O)NN)cc2cc(Oc3ccccc3)ccc21 | -2.5 | 3.1 | 96.0 | 5.1 | -2.2 | -1.9 | 0.0 | 18.2 | -3.7 | 14.8
O=C(O)Cn1nnnc1SCC(=O)Nc1ccc(OC(F)(F)F)cc1 | -1.2 | 0.2 | 89.0 | -0.9 | 11.3 | 0.7 | -0.1 | 17.3 | -0.1 | -0.4
COc1cc(OC)c(OC)cc1CCC(C)NC(=O)Cc1ccccc1 (centres undefined) | -1.3 | 1.1 | 96.0 | -3.9 | -5.4 | 1.1 | 1.7 | 7.4 | -4.9 | -0.2
CCOC(=O)c1ccccc1NC(=O)CN(c1cccc(OC)c1)S(C)(=O)=O | -0.4 | -5.7 | 97.0 | -0.5 | -2.9 | -0.8 | -0.7 | -3.9 | -5.0 | 4.8
Cc1nc(-c2ccccc2)nc2[nH]c(=O)n(-c3ccccc3)c(=O)c12 | 1.5 | -6.2 | 97.0 | -1.1 | 28.8 | -0.3 | -0.1 | 3.3 | -3.5 | 9.8
O=C(c1ccc(Cl)cc1)N1CCN=C1c1ccccc1 | -4.9 | 1.1 | 103.0 | -1.9 | 13.6 | 1.3 | 0.2 | 8.4 | -4.6 | 1.2
Cc1ccc2nc(C(C)O)[nH]c2c1 (centres undefined) | -1.6 | 6.1 | 102.0 | -4.3 | 0.9 | . | -1.8 | 1.9 | -5.7 | 1.7
Cc1cc(C(=O)N2CCN(c3ncccc3C#N)CC2)no1 | 8.1 | 8.3 | 97.0 | -7.9 | 4.1 | 1.8 | -2.6 | -0.2 | -4.7 | -0.6
Cc1cccc(OCC(=O)NCc2ccc(F)cc2)c1 | 11.4 | 1.0 | 93.0 | -3.3 | 4.9 | -0.7 | -0.6 | -5.8 | -1.4 | -2.9
COC(=O)[C@@]12C[C@@H](CC(=O)N3CCSCC3)C(=O)N(Cc3ccccc3)C1=CCC(C)(C)C2 | -0.4 | 0.1 | . | 4.9 | . | . | . | . | -15.5 | .
Cc1ccc(-c2nc(NC(=O)c3nn(C)cc3[N+](=O)[O-])sc2C)cc1 | -10.7 | -9.4 | 93.0 | 11.9 | 1.0 | -20.7 | -1.3 | -20.0 | -6.3 | -27.8
c1ccc(-c2noc(-c3cccc4ccccc34)n2)nc1 | 2.2 | -3.8 | 93.0 | -1.0 | 1.9 | -12.5 | -1.9 | -35.5 | -2.2 | 4.9
O=S(=O)(NC1CCCCC1)c1cccc(-c2nnc(-c3ccccc3)o2)c1 | -1.0 | 1.0 | 94.0 | 7.4 | 6.7 | -1.1 | -1.4 | -13.7 | -6.2 | 13.5
CC(=O)c1c(O)c2ccccc2n(C(C)C)c1=O | 6.3 | 7.0 | 94.0 | 3.4 | -3.9 | 1.5 | -1.2 | -2.3 | 7.5 | 18.6
Cc1ccc(C(=O)Nc2ccc(S(=O)(=O)N3CCOCC3)cc2)cc1 | -4.3 | 1.7 | 98.0 | 3.6 | -5.6 | -0.8 | 0.0 | 0.1 | -3.4 | -8.4
CNC(=S)NC1CC2CCCC(C1)N2Cc1ccc(C)cc1 (centres undefined) | 4.4 | -0.2 | 103.0 | -0.8 | -0.4 | -0.9 | 1.3 | -0.9 | -21.4 | 2.9
CCOC(=O)C1(Cc2cccc(F)c2)CCN(C(=O)Cn2cnnn2)CC1 | 6.1 | 1.8 | 97.0 | 0.6 | -2.4 | 2.3 | -1.6 | 2.4 | -2.2 | 3.3
COc1ccc(-n2c(N)c(C(=O)NCc3cccnc3)sc2=S)cc1 | -6.2 | 0.1 | 98.0 | -0.9 | -1.5 | -0.9 | 1.9 | 2.7 | -5.9 | 8.5
CCOc1cc2c(cc1O)C(=NOC)CC1C2CCC2(C)C(O)CCC12 (centres undefined) | 12.6 | 3.0 | 104.0 | 4.4 | -6.4 | 11.6 | -0.5 | 5.6 | -6.3 | -16.7
COC(=O)Nc1ccc(S(=O)(=O)NCc2ccccn2)cc1 | 5.7 | 1.2 | 99.0 | -3.7 | -1.1 | 1.2 | -0.1 | -3.5 | -2.5 | 4.7
COC(=O)c1ccc(NC(=O)CSc2nnc(C)n2CC2CCCO2)cc1 (centres undefined) | -0.5 | -1.6 | 97.0 | -7.9 | -5.2 | 1.4 | -1.2 | -3.2 | -4.1 | 0.7
CCCCc1cc2c(s1)CCCC/C2=N/O | -0.7 | -9.6 | 92.0 | 18.4 | -16.4 | 1.0 | -1.0 | 0.5 | -3.4 | 1.4
N#Cc1cc(-c2cccc(Cl)c2)c[nH]c1=O | -2.7 | -3.1 | 96.0 | 2.6 | -10.7 | 0.3 | -1.3 | 7.0 | -4.8 | -1.9
Cc1nnc(C)n1/N=C/c1cccs1 | 5.4 | -4.9 | 96.0 | 2.5 | 5.2 | 3.6 | -1.8 | 25.3 | . | 1.8
O=C(COn1nnc2ccc(C(F)(F)F)cc21)Nc1c(Cl)cccc1Cl | 0.6 | -2.9 | 82.0 | -1.6 | -2.4 | 0.5 | -0.8 | 0.5 | -4.7 | -1.1
O=C(CCN1C(=O)C2C3CCC(C3)C2C1=O)Nc1ccc(Br)cc1 (centres undefined) | -3.7 | -8.3 | 100.0 | -4.0 | -5.5 | 2.3 | -0.2 | 4.0 | -5.4 | -4.2
CN(c1nc2ccccc2nc1Cl)S(=O)(=O)c1ccccc1 | -2.9 | -3.4 | 96.0 | -2.7 | -12.9 | -1.8 | -3.8 | -3.1 | -2.4 | -6.9
NS(=O)(=O)c1ccc(NC(=O)c2ccc(CSc3ccccc3)o2)cc1 | 2.6 | -6.0 | 99.0 | 1.6 | -21.4 | -0.4 | 6.0 | -3.2 | -5.6 | 4.9
O=C(NCc1ccccn1)c1ccc(/C=N/O)nc1 | 1.8 | -1.4 | 96.0 | 1.2 | -7.7 | 1.1 | -0.6 | 13.8 | -5.0 | 8.1

In another format: entries from further up.
The line under a structure holds: HTR2A ag, ABHD5 PLIN5 PPI, ABCB6 inh 2, Exocytosis inh, PDI inh, Glyco luc inh, MC4R barr agon, H9c2 protect, CaV13 FRET inh, MC4R antag cAMP
- Cc1ccc(-c2nc(NC(=O)c3nn(C)cc3[N+](=O)[O-])sc2C)cc1
    -10.7, -9.4, 93.0, 11.9, 1.0, -20.7, -1.3, -20.0, -6.3, -27.8
- c1ccc(-c2noc(-c3cccc4ccccc34)n2)nc1
    2.2, -3.8, 93.0, -1.0, 1.9, -12.5, -1.9, -35.5, -2.2, 4.9

(cont.)
canonical_smiles | HTR2A ag | ABHD5 PLIN5 PPI | ABCB6 inh 2 | Exocytosis inh | PDI inh | Glyco luc inh | MC4R barr agon | H9c2 protect | CaV13 FRET inh | MC4R antag cAMP
COc1cc(S(=O)(=O)NC(C)C)ccc1Cl | 4.2 | 3.2 | 95.0 | -3.5 | -5.0 | -0.1 | -0.1 | -2.5 | -5.8 | -3.2
COc1ccc2nc3c(cc2c1)c(NC(=O)C1CCCO1)nn3CC(C)C (centres undefined) | -2.1 | -1.2 | 95.0 | -1.2 | 4.9 | 19.4 | -0.2 | 97.7* | . | 3.9
Cc1ccc2[nH]c(=O)c(C(c3nnnn3Cc3ccccc3)N3CCc4ccccc43)cc2c1 (centres undefined) | 0.0 | -8.3 | 104.0 | -1.0 | -8.6 | -1.3 | 3.3 | 1.7 | -4.5 | 3.0
CCc1nc2c(OCc3ccc4c(c3)OCO4)cccn2c1N(C=O)Cc1ccc(OC)cc1 | -2.1 | 8.8 | 98.0 | -3.4 | -3.6 | -3.3 | 0.1 | 10.4 | -6.0 | -2.7
